Bioassay records deposited in PubChem BioAssay by National Center for Advancing Translational Sciences (NCATS).
APEX1 inh: APE1 (human) endonuclease inhibition; recombinant APE1, TAMRA/BHQ-2 abasic DNA cleavage fluorescence; 350,000 tested, 0.35% active; P27695; Potency, µM (doses to about 65.8 µM), for the others: at the top dose activity change, negative = inhibition, most hits filed as inhibitors;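 also: potency is read from the fitted curve at half-maximal effect; plate controls were vehicle for no effect and reference inhibitor for full effect; nearly all actives have a fitted effect of over 55% in size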
Target sequence (P27695 whole entry, looked up): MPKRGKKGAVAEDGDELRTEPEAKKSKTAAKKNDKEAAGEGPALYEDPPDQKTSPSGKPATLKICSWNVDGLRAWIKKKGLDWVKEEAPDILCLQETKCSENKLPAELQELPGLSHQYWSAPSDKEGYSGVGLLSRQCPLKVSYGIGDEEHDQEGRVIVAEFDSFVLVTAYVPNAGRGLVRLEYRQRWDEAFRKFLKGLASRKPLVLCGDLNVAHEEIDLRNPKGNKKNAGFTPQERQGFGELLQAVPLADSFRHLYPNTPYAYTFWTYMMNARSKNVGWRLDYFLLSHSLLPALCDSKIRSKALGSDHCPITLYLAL
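Measures dequenching upon AP-site incision of a 5'-TAMRA/3'-BHQ-2 THF-containing duplex, 50 nM; human APE1 0.75 nM after 15 min room-temperature exposure to compound; kinetic three-point read at one-minute spacing.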
Pol beta inh: inhibitors of human DNA polymerase beta. 340,000 tested, 1.3% active. Pol beta primer extension/strand displacement, fluorescence kinetic. Potency, µM (top dose mostly 114 µM), inactives show at the highest dose activity change, negative = inhibition, usual class: inhibitors; also: potency is read from the fitted curve at half-maximal effect; % is scaled to controls: 0 for no effect and ±100 for the full control effect
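Values derive from four-parameter Hill fits of normalized kinetic data: reads at 0 and 10 min following addition of 50 nM substrate to 10 nM Pol beta preincubated 15 min with compound.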
BLM helicase inh: Bloom syndrome helicase (human) inhibition. P54132. recombinant BLM DNA unwinding, fluorescence dequenching. Potency, µM (series often up to 56.1 µM), for inactives: at the top dose activity change, negative = inhibition, hits mostly inhibitors. 350,000 tested, 0.2% active. AID 2528;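 also: potency is read from the fitted curve at half-maximal effect; plate controls were vehicle for no effect and no enzyme for full effect; nearly all actives have a fitted effect of over 35% in size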
Apoferritin bind: binds horse apoferritin like a general anesthetic; P02791; apoferritin/1-aminoanthracene competitive binding, fluorescence; Potency, µM (top dose mostly 77.5 µM), without a hit: top-dose activity change, negative = displacement, actives largely listed as inhibitors; 350,000 tested, 0.074% active; also: potency is read from the fitted curve at half-maximal effect; % is scaled to controls: 0 for no effect and ±100 for the full control effect; nearly all actives have a fitted effect of over 20% in size
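In PBS, apoferritin at 10 uM is loaded with 1-AMA from a 50% saturated solution. After 10 min of compound exposure at ambient temperature, reduced 535 nm fluorescence indicates probe displacement.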
LDHA inh: blocks human lactate dehydrogenase A. P00338. purified LDHA, NADH/diaphorase-resazurin fluorescence; hits give low values. activity change, % (values are at about 110 or 230 µM). 480,000 tested, 0.15% active. AID 1347041; in the data active = activity change below about -30%; inconclusive = mostly about -25% to -30%;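 also: plate controls were DMSO wells for no effect and wells without enzyme for full effect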
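Enzyme activity of human lactate dehydrogenase 5 (2 nM; 0.06 mM NADH, 0.2 mM pyruvate, 5 min, RT) is measured via a resazurin/diaphorase fluorescence readout of residual NADH.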
GRP78 ERSR act: ER stress response induction in glioma; U87-MG GRP78 promoter luciferase reporter, 16 h; Potency, µM, without a hit: top-dose activation, most hits filed as activators; 420,000 tested, 0.02% active; AID 602332; also: potency is read from the fitted curve at half-maximal effect; series mostly up to about 76 µM; % of control where 0% means no effect; nearly all actives have a fitted effect of over 35% in size
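Stably transfected U87-MG human glioma cells carrying a GRP78-based luminescent sensor were seeded at 1000 cells/well, pin-dosed with compounds and incubated 16 h. Luciferase reagent was then added, and end-point luminescence was read after 10 min at room temperature.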
Pol kappa inh: blocks human DNA polymerase kappa activity | Q9UBT6 | purified Pol kappa, fluorescent DNA synthesis assay, 10 min | Potency, µM (doses to about 107 µM), without a hit: at the highest dose activity, negative = inhibition, most hits filed as inhibitors | 400,000 tested, 0.53% active | AID 588579; also: potency is read from the fitted curve at half-maximal effect; % is scaled to controls: 0 for no effect and ±100 for the full control effect
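10 nM Pol kappa was preincubated with compounds for 15 min at room temperature. Reaction started with 50 nM (final) substrate. Fluorescence read kinetically at 0 and 10 min.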
POLI inh: inhibitors of human DNA polymerase iota; Q9UNA4; Pol iota fluorescent replication assay, 10 min; Potency, µM (highest dose often 115 µM), without a hit: at the top dose activity, negative = inhibition, actives largely listed as inhibitors; 390,000 tested, 1% active; AID 588590; also: potency is read from the fitted curve at half-maximal effect
Target sequence (Q9UNA4 whole entry, looked up): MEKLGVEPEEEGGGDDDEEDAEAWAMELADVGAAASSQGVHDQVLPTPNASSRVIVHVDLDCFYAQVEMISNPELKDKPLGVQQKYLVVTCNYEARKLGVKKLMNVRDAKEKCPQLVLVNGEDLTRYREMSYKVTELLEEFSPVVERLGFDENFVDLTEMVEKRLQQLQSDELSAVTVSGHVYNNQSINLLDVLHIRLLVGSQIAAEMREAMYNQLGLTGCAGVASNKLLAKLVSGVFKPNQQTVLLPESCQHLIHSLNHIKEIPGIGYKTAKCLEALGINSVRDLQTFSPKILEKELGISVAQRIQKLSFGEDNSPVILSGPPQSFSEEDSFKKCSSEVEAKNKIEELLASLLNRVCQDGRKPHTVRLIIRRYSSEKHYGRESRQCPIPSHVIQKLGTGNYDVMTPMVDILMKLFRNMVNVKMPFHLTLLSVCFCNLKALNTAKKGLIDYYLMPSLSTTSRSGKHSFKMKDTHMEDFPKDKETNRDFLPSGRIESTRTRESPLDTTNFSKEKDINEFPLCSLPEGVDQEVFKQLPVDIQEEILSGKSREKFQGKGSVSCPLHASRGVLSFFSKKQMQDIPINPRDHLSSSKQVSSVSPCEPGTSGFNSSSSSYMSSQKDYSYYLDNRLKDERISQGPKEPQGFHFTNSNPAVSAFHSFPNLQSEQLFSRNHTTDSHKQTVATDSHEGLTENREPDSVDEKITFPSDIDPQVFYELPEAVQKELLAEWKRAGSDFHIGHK
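Fluorescent replication assay read twice, at 0 min and 10 min after adding 50 nM (final) substrate. Enzyme (10 nM) and compounds were first incubated 15 min at room temperature; enzyme-free buffer wells were negative controls.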
POLH inh: blocks human DNA polymerase eta activity | recombinant Pol eta, fluorescent DNA replication assay | Q9Y253 | AID 588591 | Potency, µM (highest dose often 114 µM), inactives show at the top dose activity change, negative = inhibition, usual class: inhibitors | 390,000 tested, 1.2% active; also: potency is read from the fitted curve at half-maximal effect; % is scaled to controls: 0 for no effect and ±100 for the full control effect
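Pol eta at 10 nM preincubated with compounds 15 min at room temperature; reaction started with fluorescent substrate (50 nM final) and read kinetically at 0 and 10 min.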
* marks the source's active call; other numbers are inactive results; ? = inconclusive; nt = no result given; & = joins results of further samples; [ ] = another dose, or the depositor's remark. Unless noted, calls follow the shape of the dose curve; as a rule, active = well fitted curve in the direction sought with a large enough effect; inconclusive = small, poorly fitted or top-dose-only effect, or another doubt; inactive = no such curve, though single readings can be large; an effect the other way counts as inactive or inconclusive. The list is partial (hit frequency here may not be typical).

Order of values – APEX1 inh	Pol beta inh	BLM helicase inh	Apoferritin bind	LDHA inh	GRP78 ERSR act	Pol kappa inh	POLI inh	POLH inh
COc1cccc(NC(=O)CNC(=O)c2cccs2)c1
  2%	-2%	2%	-3%	-4	6%	-12%	3%	2%
C=CCSc1nc(C)c(CCCC)c(=O)[nH]1
  -3%	15%	-2%	-13%	-3	1%	-15%	130%[activator]	5%
CC1(C)Oc2ccc3ccc(=O)oc3c2[C@@H](O)[C@H]1O
  4%	nt	nt	nt	-8	-2%	-1%	8%	-2%
CCOc1ccc(NC(=O)CC2C(=O)N(c3ccccc3)C(=O)N2Cc2ccccn2)cc1 (stereo unspecified)
  2%	-4%	-3%	-3%	-7	4%	-9%	12%	-10%
COC(=O)/C=C(\C)NC(=O)c1ccc(F)cc1
  -6%	1%	2%	-8%	-4	0%	-6%	6%	1%
Cc1ccc(CNC(=O)COC(=O)CSc2cc(C)c(Br)cc2C)cc1
  2%	27%	2%	-21%	-9	-2%	-7%	125%[activator]	-5%
COCc1nnc(NC(=O)c2ccccc2[N+](=O)[O-])s1
  0%	22%	-1%	54%[activator]	0	-7%	-2%	9%	-21%
CCOc1ccc(S(=O)(=O)NCCC(=O)NCC(c2cccs2)N(C)C)cc1 (stereo unspecified)
  13%	nt	nt	nt	0	-2%	-3%	77%[activator]	-19%
Nc1ccc(-n2nc(C(F)(F)F)cc2C(F)(F)F)cc1
  -7%	5%	-10%	-21%	-2	-2%	-16%	150%[activator]	-6%
COc1cc(/C=N/NC(=O)C(=O)NCc2cccnc2)cc(OC)c1OC
  -1%	-1%	3%	4%	-6	-3%	0%	19%	-10%
O=C(Nc1nnc(-c2ccco2)o1)c1ccc(Cl)cc1
  17%	5%	-1%	2%	0&-3	3%	2%	143%[activator]	-21%
Cc1cc(C)c(C(=O)NCC2CCCO2)c(C)c1C(=O)NCC1CCCO1 (stereo unspecified)
  12%	18%	0%	-5%	-3	-3%	6%	8%	-16%
CCOC(=O)c1nn(-c2ccc(F)cc2)c2nc(CC(C)C)c(C#N)c(=O)n12
  2%	1%	1%	-11%	-3	-3%	-10%	2%	-21%
COC(=O)c1cccc(NS(=O)(=O)c2ccc(NC(C)=O)cc2)c1C
  -2%	27%	-1%	-7%	0	-3%	-4%	22%	7%
O=C(Cn1cnc2ccccc2c1=O)OCC(=O)c1ccc2c(c1)OCCO2
  -3%	0%	-2%	16µM*	9&-5	-3%	-7%	27%	-10%
CC(C)(C)NC(=O)COc1coc(CN2CCN(Cc3ccccc3)CC2)cc1=O
  38%[activator]	35%	0%	-6%	-6	-3%	-14%	8%	-4%
CC(C)OCC(O)CN1CCN(CCN2C(=O)c3cccc4cccc(c34)C2=O)CC1 (stereo unspecified)
  -20%	?	60%[activator]	-7%	-2	-6%	-22%	18%	-14%
COc1ccc(C(C(=O)NC(C)(C)C)N(Cc2ccccc2)C(=O)CCC(=O)Nc2cc(C)on2)cc1 (stereo unspecified)
  -2%	-21%	2%	-3%	-1	-3%	1%	15%	0%
COc1cccc(NC(=O)NCCCCc2ccccc2)c1
  -12%	2%	-5%	-20%	3	1%	9%	7%	-19%
COc1cccc(CNS(=O)(=O)c2c(C)nc3sccn3c2=O)c1
  25%	20%	2%	-7%	-4	-5%	5%	26%	-12%
CC(=O)n1cc([C@H]2C=C(C(=O)N3CCN(Cc4ccccc4)CC3)O[C@@H](OCCCCO)C2)c2ccccc21
  3%	3%	-4%	-18%	5	-4%	-3%	30%[activator]	-20%
Cc1cc(COc2ccccc2)oc1C(=O)O
  35%	-8%	-6%	-6%	-2	-13%	-3%	-12%	9%
CSc1ccccc1OCc1cc(C(=O)NC(C)CCn2cccn2)no1 (stereo unspecified)
  3%	27%	0%	-20%	4	0%	-17%	8%	-8%
COc1ccc(NC(=O)c2sc3nc[nH]c(=O)c3c2C)cc1
  nt	2%	-2%	-8%	-7	3%	-9%[60.1 µM]	-7%	-5%
Cc1nn(C)c2c1c(-c1ccccc1)cc(=O)n2CC(=O)NC(C)(C)C
  nt	-9%	-1%	58%[activator]	-2	0%	-23%	-6%	-8%
CC(C)CCNC(=O)c1ccccc1SCC(=O)NC1CCCCCCC1
  -25%	nt	nt	nt	1	-2%	-20%	8%	-17%
Cc1cc(C(=O)N2C(C)CCCC2C)no1 (stereo unspecified)
  23%	2%	-2%	-6%	-5	-3%	-7%	58%[activator]	-19%
CCCN(CCC)CCCNC(=O)c1nn(-c2cccc(OC)c2)c(=O)c2ccccc12
  0%	-1%	13%	-16%	-1	-5%	-11%	-5%	-16%
COCCN1C(=O)C(=O)/C(=C(/O)c2cccc(S(=O)(=O)N(C)C)c2)C12C(=O)N(C)c1ccccc12 (stereo unspecified)
  15%	10%	0%	-3%	-4	-4%	-21%	2%	-12%
C=CC(C1=CC(=O)C(OC)=CC1=O)c1ccccc1 (stereo unspecified)
  -6%	nt	-6%	-13%	nt	-4%	?	nt	nt

Another view of some results above:
| Molecule | APEX1 inh | Pol beta inh | BLM helicase inh | Apoferritin bind | LDHA inh | GRP78 ERSR act | Pol kappa inh | POLI inh | POLH inh |
| --- | --- | --- | --- | --- | --- | --- | --- | --- | --- |
| Cc1cc(COc2ccccc2)oc1C(=O)O | 35% | -8% | -6% | -6% | -2 | -13% | -3% | -12% | 9% |
| CSc1ccccc1OCc1cc(C(=O)NC(C)CCn2cccn2)no1 (stereo unspecified) | 3% | 27% | 0% | -20% | 4 | 0% | -17% | 8% | -8% |
| COc1ccc(NC(=O)c2sc3nc[nH]c(=O)c3c2C)cc1 | nt | 2% | -2% | -8% | -7 | 3% | -9%[60.1 µM] | -7% | -5% |
| Cc1nn(C)c2c1c(-c1ccccc1)cc(=O)n2CC(=O)NC(C)(C)C | nt | -9% | -1% | 58%[activator] | -2 | 0% | -23% | -6% | -8% |
| CC(C)CCNC(=O)c1ccccc1SCC(=O)NC1CCCCCCC1 | -25% | nt | nt | nt | 1 | -2% | -20% | 8% | -17% |
| Cc1cc(C(=O)N2C(C)CCCC2C)no1 (stereo unspecified) | 23% | 2% | -2% | -6% | -5 | -3% | -7% | 58%[activator] | -19% |
| CCCN(CCC)CCCNC(=O)c1nn(-c2cccc(OC)c2)c(=O)c2ccccc12 | 0% | -1% | 13% | -16% | -1 | -5% | -11% | -5% | -16% |
| COCCN1C(=O)C(=O)/C(=C(/O)c2cccc(S(=O)(=O)N(C)C)c2)C12C(=O)N(C)c1ccccc12 (stereo unspecified) | 15% | 10% | 0% | -3% | -4 | -4% | -21% | 2% | -12% |
| C=CC(C1=CC(=O)C(OC)=CC1=O)c1ccccc1 (stereo unspecified) | -6% | nt | -6% | -13% | nt | -4% | ? | nt | nt |

(more compounds)
Order of values – APEX1 inh	Pol beta inh	BLM helicase inh	Apoferritin bind	LDHA inh	GRP78 ERSR act	Pol kappa inh	POLI inh	POLH inh
CC1(C)CC(N2CCC(=O)N(C3CC(C)(C)NC(C)(C)C3)C2)CC(C)(C)N1
  1%	0%	0%	-6%	-5	11%	6%	-5%	-9%
Cc1ccc2nc(Cl)c(/C=N/NC(=O)[C@H]3C[C@@H]3c3ccccc3)cc2c1
  -1%	1%	2%	2%	-5	-3%	2%	66%[activator]	-17%
Fc1ccc(NC(=S)N2CCCN(c3ccc(C(F)(F)F)cn3)CC2)c(F)c1
  -4%	-24%	-12%	-6%	-1	1%	-6%	-11%	-17%
COc1cc([N+](=O)[O-])cc(/C=N\NC(=O)C2COc3ccccc3O2)c1O (stereo unspecified)
  -1%	-14%	-9%	-18%	3	-7%	3%	?	-9%
COc1ccc(-c2cc3c(=O)n(CC(=O)NCCCN4CCN(Cc5ccccc5)CC4)ncn3n2)cc1
  50%[activator]	0%	6%	6%	-5	-3%	-1%	-10%	-8%
C=CCN(C(=O)CCC(=O)Nc1cc(C)on1)C(C(=O)NC1CCCC1)c1ccc(Cl)cc1 (stereo unspecified)
  15%[12.4 µM]	10%	0%	2%	-9	-4%	-2%	42%[activator]	-21%
Cc1ccc(C(=O)N/C(=C\c2ccccc2)C(=O)NCCCn2ccnc2)cc1
  -3%	39%	-2%	-3%	-11	-1%	-10%	24%	-8%
CC(NCc1ccc2c(c1)OCO2)C(=O)NC1CCCCC1 (stereo unspecified)
  7%	-28%	-5%	-2%	-1	-4%	-3%	73%[activator]	-25%
N#Cc1cccc(CN2CCC(=O)N(CCO)CC2)c1
  39%	0%	-2%	4%	0	-2%	4%	-4%	10%
Cc1cccc(C)c1NC(=O)c1cnccn1
  6%	32%	0%	-5%	-6	-3%	-14%	18%	7%
CCOc1ccc(OCC(=O)OCC(=O)N(CC(C)C)c2c(N)n(Cc3ccccc3)c(=O)[nH]c2=O)cc1
  14%	nt	nt	nt	3	-2%	1%	43%[activator]	-8%
Cc1cc(C)n(-c2ccc(C(=O)OCC(=O)Nc3ccc(Cl)cc3[N+](=O)[O-])cc2)n1
  5%	26%	-13%	-12%	-19	-2%	5%[60.1 µM]	3%	3%
CN(CC1CCN(CCc2cccc(C(F)(F)F)c2)CC1)C(=O)c1ccc(F)cc1
  1%	4%	1%	-13%	-2	0%	-9%	19%	-12%
